Source: PubChem
HCV inh = qHTS Assay for Inhibitors of Hepatitis C Virus (HCV). actives 3.4% (n = 340,000). Potency, µM (highest dose often 41.8 µM), for the others: at the highest dose activity change, negative = inhibition, usual class: inhibitors. Huh7.5.1 HCVcc-Cre infection, luciferase reporter, 44 h; also: potency is read from the fitted curve at half-maximal effect
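Luciferase read-out (15 sec integration) after a 15 min room-temperature substrate step quantifies HCVcc-Cre infection. Cells, 1,000 per well, had compound added 4 h post-plating, then virus at ~0.5 moi, and were cultured 44 h.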
FBPA Giardia inh = qHTS Assay for Inhibitors of Fructose-1,6-bisphosphate Aldolase from Giardia Lamblia. A8B2U2. purified Giardia FBPA. Potency, µM (titrated, usually from 59.6 µM), inactives show top-dose activity, negative = inhibition, most hits filed as inhibitors. actives 0.71% (n = 290,000). AID 2451, 2010; also: potency is read from the fitted curve at half-maximal effect; nearly all actives have a fitted effect of over 55% in size
Target sequence (A8B2U2 whole entry, looked up): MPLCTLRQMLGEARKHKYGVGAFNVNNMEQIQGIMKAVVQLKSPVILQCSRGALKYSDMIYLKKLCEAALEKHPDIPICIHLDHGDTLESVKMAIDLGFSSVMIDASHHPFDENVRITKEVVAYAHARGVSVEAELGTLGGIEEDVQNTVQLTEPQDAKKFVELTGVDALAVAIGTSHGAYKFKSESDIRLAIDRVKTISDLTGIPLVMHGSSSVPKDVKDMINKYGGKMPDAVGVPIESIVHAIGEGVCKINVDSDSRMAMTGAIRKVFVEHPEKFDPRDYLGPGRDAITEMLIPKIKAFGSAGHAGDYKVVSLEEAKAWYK
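Giardia FBPA (40 nM reagent) was preincubated 10 min at RT with compound (up to 57.5 uM final), then substrate plus GAPDH/TPI/NAD/arsenate coupling system with diaphorase/resazurin was added; resorufin fluorescence (525/598 nm) was read after 20 min.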
AmpC inh no detg = qHTS Inhibitors of AmpC Beta-Lactamase (assay without detergent) | P00811 | AID 485341, 2010 | actives 0.52% (n = 330,000) | Potency, µM (titrated, usually from 57.1 µM), for the others: at the top dose activity change, negative = inhibition, usual class: inhibitors | AmpC nitrocefin hydrolysis, absorbance 480 nm, 0.0001% Triton;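 also: potency is read from the fitted curve at half-maximal effect; plate controls were no compound for no effect and no enzyme for full effect; nearly all actives have a fitted effect of over 20% in size; some results filed as inactive show a strong effect at the top dose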
Target sequence (P00811 whole entry, looked up): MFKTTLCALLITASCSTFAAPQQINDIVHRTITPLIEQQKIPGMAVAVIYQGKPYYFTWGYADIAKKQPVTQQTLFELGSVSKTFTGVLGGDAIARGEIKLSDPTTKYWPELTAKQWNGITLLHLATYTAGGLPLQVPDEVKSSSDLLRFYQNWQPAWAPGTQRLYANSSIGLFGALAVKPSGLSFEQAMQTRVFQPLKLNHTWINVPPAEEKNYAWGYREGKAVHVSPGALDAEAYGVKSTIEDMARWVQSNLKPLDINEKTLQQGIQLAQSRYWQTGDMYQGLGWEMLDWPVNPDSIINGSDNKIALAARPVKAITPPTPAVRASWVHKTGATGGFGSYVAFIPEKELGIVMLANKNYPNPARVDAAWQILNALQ
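20 mM phosphate pH 7.0 + 0.01% (detergent screen) or 0.0001% Triton X-100; 5.3 nM AmpC reagent; cpd preinc 15 min RT; nitrocefin (800 uM stock) to start; A480 q20 s × 4 min; Activity was normalised to no-enzyme and no-compound control wells.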
AmpC inh detg = qHTS Inhibitors of AmpC Beta-Lactamase (assay with detergent). AID 485294, 2010. P00811. AmpC hydrolysis of nitrocefin, absorbance 480 nm, 0.01% Triton. Potency, µM (doses to about 114 µM), without a hit: at the highest dose activity change, negative = inhibition, hits mostly inhibitors. actives 0.041% (n = 370,000);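 also: potency is read from the fitted curve at half-maximal effect; 0% = no-compound wells and -100% = no-enzyme wells; nearly all actives have a fitted effect of over 25% in size; some results filed as inactive show a strong effect at the top dose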
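AmpC (5.3 nM in the dispensed reagent) in 20 mM phosphate pH 7.0 with 0.01% (detergent screen) or 0.0001% Triton X-100 was preincubated with compounds for 15 min at room temperature. Nitrocefin was then added from an 800 uM solution, and hydrolysis was followed at 480 nm.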
HCMV inh = qHTS Assay for inhibitors of the human cytomegalovirus (HCMV). HFF cells, HCMV-luciferase reporter, 72 h; active compounds read low. activity change, negative = inhibition, % at 57.5 µM. actives 4.5% (n = 410,000); in the data active = activity change below about -60%; inconclusive = no clear call, values can overlap the other calls; inactive = above about -39%
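Steps: HFFs plated, 16 h 37C; compounds added; HCMV-luciferase added to MOI 1 PFU/cell; 72 h 37C; OneGlo reagent, 5 min room temperature; luminescence read, normalized to controls.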
Sm TGR block = qHTS Assay for the Inhibitors of Schistosoma Mansoni Peroxiredoxins | Schistosoma mansoni thioredoxin glutathione reductase (TGR), Q962Y6 | purified TGR, DTNB reduction, TNB absorbance 405 nm | Potency, µM (series often up to 114 µM), inactives show top-dose activity change, negative = inhibition, most hits filed as inhibitors | actives 3% (n = 360,000) | AID 485364, 2010; also: potency is read from the fitted curve at half-maximal effect; nearly all actives have a fitted effect of over 60% in size
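First, TGR (20 nM dispensed) and NADPH were mixed with compound. Second, a 15 min room-temperature incubation followed. Third, further NADPH and then DTNB were added to start the reaction. Finally, TNB absorbance was monitored kinetically.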
* marks the source's active call; other numbers are inactive results; ? = inconclusive; · = no result given; & = joins results of further samples; [ ] = remark or other dose. Unless noted, calls follow the shape of the dose curve; as a rule, active = well fitted curve in the direction sought with a large enough effect; inconclusive = small, poorly fitted or top-dose-only effect, or another doubt; inactive = no such curve, though single readings can be large; an effect the other way counts as inactive or inconclusive. Unless noted, % is scaled to controls: 0 for no effect and ±100 for the full control effect.

SMILES | HCV inh | FBPA Giardia inh | AmpC inh no detg | AmpC inh detg | HCMV inh | Sm TGR block
Cc1cc(C)cc(C(=O)NN2CCOCC2)c1 | 7% | 0% | -10% | -14% | 19 | -10%
COc1ccc(OC)c(CCNC(=O)CCC(=O)N2CCOc3ccc(C)cc32)c1 | ? | 4% | 74%[activator] | -6% | 9 | -4%
CCOc1ccc(NC(=O)CN(C)C(=O)c2c(C)nn(-c3ccc(F)cc3)c2Cl)cc1OCC | ? | · | 62%[activator] | -12% | -16 | 1%
COc1cc2c(cc1OC)CN(C(=O)CN1C(=O)NC3(CCCCC3C)C1=O)CC2 (stereo unspecified) | 2% | · | 0% | -1% | ? | -1%
COc1ccc(CN2CCNC(=O)C2CC(=O)N(C)Cc2ccccn2)cc1OC (stereo unspecified) | 26% | ? | 13% | -6% | 9 | ?
COc1cc(C)c(Cl)cc1S(=O)(=O)NCCN1CCOCC1 | 10% | 9% | 12% | 0% | -3 | -10%
O=C(CN(CC1CCCO1)C(=O)CNS(=O)(=O)c1ccc(Cl)cc1)NC1CCCC1 (stereo unspecified) | 20% | 1% | 31% | ? | 0 | 6%
CCOc1ccc(NS(=O)(=O)c2cc(NC(=O)C3CC3)ccc2C)cc1Br | ? | · | -19% | · | -22 | ·
O=C1C(Cc2ccccc2)SC(=Nc2ccccc2)N1c1ccccc1 (stereo unspecified) | 18% | 1% | -7% | 1% | -6 | -19%
CC(=O)c1ccc(S(=O)(=O)N2CCN(c3nc(-c4cccnc4)nc4ccccc34)CC2)cc1 | ? | · | 132%[activator] | 5% | 29 | 2%
CCCC1(C)NC(=O)c2ccccc2O1 (stereo unspecified) | 7% | 4% | -22% | 3% | -36 | -5%
CCCCC(NC(C)=O)c1nc2ccccc2[nH]1 (stereo unspecified) | 4% | -20% | 40µM* | 8% | 7 | 26%
CCCCCN1C/C=C\C(c2ccc(OC)cc2)N(Cc2ccc(F)cc2)C(=O)C1 (stereo unspecified) | 11% | -7%&2% | 23% | 0% | -33 | -15%
Cc1cc(C(=O)OCC(=O)Nc2c(F)cccc2F)c(C)n1C1CC1 | 14% | · | -1% | ? | -2 | 2%
O=C(CSC(=S)N1CCCC1)NCC(=O)Nc1ccccc1Br | -13% | · | -18% | ? | -17 | 2%
Cc1cccc(/C=C/C(=O)c2ccc(N3CCOCC3)cc2)c1 | 8% | 0% | 47% | -5% | -29 | -22%
COC(=O)CSc1ncc2c(n1)-c1ccccc1N(Cc1ccccc1C)S2(=O)=O | · | · | · | 1% | 8 | 12%
Cc1nc(CN(C)Cc2nc(Cc3cccc(F)c3)no2)cs1 | 6% | 3% | 15% | -7% | -32 | 1%
CC(C)c1ccc(S(=O)(=O)c2nnn3c2nc(N2CCCC2)c2sccc23)cc1 | · | · | · | -12% | 14 | 6%
O=C(CN1CCC(c2nc3ccccc3s2)CC1)N1CCCCC1 | ? | 7% | 340%[activator] | 0% | -62* | -5%
Cn1nccc1C(=O)N1CCCC(N2CCN(c3cccc(C(F)(F)F)c3)CC2)C1 (stereo unspecified) | · | · | 175%[activator] | 4% | -14 | ?
O=C1N(c2ccccc2)C[C@@H]2C[C@@H](c3cccs3)N3CCC[C@@]123 | ? | -13% | -13% | 1% | ? | 16µM*
CCNC(=O)c1cc(S(=O)(=O)N(C)C)c(Cl)cc1Cl | 4% | 2% | -7% | 1% | -20 | -22%
Cc1ccc(-c2nn(CC(=O)O)c(=O)c3ccccc23)cc1 | 11%&0% | -3% | -15% | -1% | -5 | -4%
c1ccc(Cc2nnc(N3CCCCC3)c3ccccc23)cc1 | -5% | 10% | -16% | -13% | -5 | 21%
Cc1[nH]n(-c2ccccc2)c(=O)c1S(=O)(=O)c1ccccc1 | -2% | -17% | 0% | -16% | 22 | 0%
COc1ccccc1CNC(=O)c1c(-c2ccccc2Cl)noc1C | -25% | 4% | -6% | 5% | -4 | -1%
CCOc1cc(/C=C2/SC(=S)N(CC(=O)O)C2=O)ccc1OC(=O)c1cccs1 | 10% | 26% | -28% | 3% | 0 | 14%
O=C1OCc2cccc3cccc1c23 | 16% | · | -12% | -1% | 57 | -26%
Cc1cc(=O)oc2cc(OCCSCCN3CCCCC3)ccc12 | -9% | 3% | -15% | 1% | 14 | 2%
CC(C)C(c1nnnn1Cc1ccc(F)cc1)N1CCN(C(=O)c2ccco2)CC1 (stereo unspecified) | 9% | -2% | 37% | -10% | -1 | -19%
Cc1cc(C)nc(SCc2nnc(SCC(=O)Nc3nc(-c4ccccc4)cs3)n2C)n1 | ? | -1% | -45% | -7% | 113 | ?
Oc1ccc(/C=N/Nc2ccnc3cc(Cl)ccc23)c(O)c1 | 10µM* | 0% | -49% | -6% | -26 | 6%
COC(=O)c1sc(-c2ccc(Cl)cc2)cc1NC(=O)COCC(=O)O | 21% | 5% | 34% | -2% | -33 | 6%
Cc1cccc(-c2nc3scc(CCNS(=O)(=O)c4ccc(F)c(C(F)(F)F)c4)n3n2)c1 | · | · | · | 1% | -5 | ?
CCN(C[C@H]1N[C@@](CC)(C(=O)OC)[C@H]2C(=O)N(C)C(=O)[C@@H]12)S(=O)(=O)c1ccccc1 | -3% | · | 2% | · | -3 | ·
CCCCCCNC(=O)c1c[nH]c2ccc(S(=O)(=O)N(C)c3ccc(C(C)C)cc3)cc2c1=O | · | · | · | 1% | 4 | 12%
CCCCOc1ccc(C(C)NC(=O)C2CCCN(S(=O)(=O)CC)C2)cc1 (stereo unspecified) | -2% | 4% | 74%[activator] | 1% | -16 | 7%
COCCCNC(=S)Nc1ccc2nc(N3CCOCC3)cc(C)c2c1 | -29% | -6% | -13% | -1% | -5 | ?
Cc1ccc(CN2CCNC(=O)C2CC(=O)NCC(F)(F)F)o1 (stereo unspecified) | 9% | -15% | 7% | 0% | -8 | 40µM*
CC(C)(C)c1ccc(C(=O)NCC(=O)OCC(=O)Nc2ccccc2[N+](=O)[O-])cc1 | 20% | -10% | 42% | 5% | -26 | 7%
CO[C@H]1CC=C2CCN3CCC4=C(CC(=O)OC4)[C@]23C1 | 9% | -2%&1% | 4% | ? | -28 | -19%
c1ccc2c(C3=NNC(=NC4CCCCC4)SC3)c[nH]c2c1 | -27% | 0% | -17% | -11% | 74 | 0%
Cc1ccccc1C(=O)Nc1cccc(-c2cn3cccnc3n2)c1 | · | · | · | 2% | 25 | 3%
NC(=O)c1cc2ccc(O)cc2oc1=Nc1ccccc1 | 13% | 7% | -28% | -16% | -82* | -9%
O=C(NNc1nc(=O)c2cccnc2s1)c1ccccc1O | 3.2µM* | 1% | -38% | -2% | 14 | -1%
Cc1ccc(C2Nc3ccccc3NC3=C2C(=O)OC(C)C3)cc1 (stereo unspecified) | 9% | 2% | -17% | -1% | 11 | -4%
CCNC(=O)/C(C#N)=C/c1c(N2CCCCCC2)nc2c(C)cccn2c1=O | ? | -3% | 55% | 0% | ? | -20%
N/C(=N\OC(=O)/C=C/c1ccc(Br)cc1)c1ccccn1 | 28% | 3% | -11% | 0% | 58 | 7%
CCOC(=O)c1c(C)[nH]c(C(=O)OCC(=O)Nc2cc(C)ccc2OC)c1C | -2% | 0% | -20% | -2% | -35 | -10%
O=C(Cc1ccccc1)Nc1ccccc1CO | ? | -3% | -3% | 9% | 41 | 5%
O=C(CCNC(=O)OCC1c2ccccc2-c2ccccc21)NOCc1ccccc1 | -8% | · | -27% | · | -77* | ·
Cc1cnc(NC(=O)CSc2ncn(-c3ccccc3)n2)s1 | 1% | -1% | -26% | -3% | 51 | -8%
CSCCC(NC(=O)c1ccccc1Cl)C(=O)N1CCCCCCC1 (stereo unspecified) | 6% | · | -4% | 5% | -21 | 5%
O=C(COC(=O)C1(c2ccccc2)CC1)N1CCN(c2ccc(F)cc2)CC1 | ? | -3% | 18% | 6% | -9 | 4%
COc1cc2c(cc1NC(=O)C(C)Sc1ccc(C)cc1)oc1ccccc12 (stereo unspecified) | ? | 4% | 2% | -8% | ? | 11%
COC(=O)CC1(CC(=O)OC)C(=O)NC(=O)NC1=O | 21% | 1% | -9% | ? | -9 | -12%
COc1ccc(C)cc1NC(=O)Cn1cc(S(=O)(=O)N2CCC(C)CC2)c2ccccc2c1=O | · | · | · | 14% | 14 | 0%
N#Cc1cc2c(nc1SCC(=O)Nc1sc3c(c1C#N)CCC3)CCCCCC2 | -22% | -1% | -25% | -1% | ? | ?
O=C(NCc1n[nH]c(=S)n1-c1ccc(Cl)c(Cl)c1)c1ccc(S(=O)(=O)N2CCOCC2)cc1 | 13% | -11% | 184%[activator] | -10% | -18 | -4%

Among those listed so far, 3 contain a CF3 group.
SMILES | HCV inh | FBPA Giardia inh | AmpC inh no detg | AmpC inh detg | HCMV inh | Sm TGR block
Cn1nccc1C(=O)N1CCCC(N2CCN(c3cccc(C(F)(F)F)c3)CC2)C1 (stereo unspecified) | · | · | 175%[activator] | 4% | -14 | ?
Cc1cccc(-c2nc3scc(CCNS(=O)(=O)c4ccc(F)c(C(F)(F)F)c4)n3n2)c1 | · | · | · | 1% | -5 | ?
Cc1ccc(CN2CCNC(=O)C2CC(=O)NCC(F)(F)F)o1 (stereo unspecified) | 9% | -15% | 7% | 0% | -8 | 40µM*

Remaining list, next part
SMILES | HCV inh | FBPA Giardia inh | AmpC inh no detg | AmpC inh detg | HCMV inh | Sm TGR block
COc1ccc2cc(CN(CCO)C(=O)c3ccccc3F)c(=O)[nH]c2c1 | -38% | -7% | -8% | ? | -4 | -4%
COc1ccc(NC(=O)COc2cc(O)c3c(c2)OC(C)(C)CC3=O)cc1 | 2.8µM* | 11% | -50% | ? | -16 | 8%
Cc1ccc(NC(=O)CSc2nc3ccccc3nc2Cc2ccccc2)c(C)c1 | · | · | · | 17% | 0 | 1%
COc1cc(C(=O)CSc2nnc(-c3ccc(O)cc3)n2CC2CCCO2)ccc1NC(C)=O (stereo unspecified) | 23% | -19% | 0% | 4% | 16 | -32%
O=C(c1nc2ccc(Cl)cn2c1CN1CCC(CO)CC1)N1CCc2ccccc2C1 | 5% | -4% | -9% | -8% | 14 | 7%
COc1cc(C(=O)Nc2ccccc2-c2nc(-c3ccc(C)cc3)no2)cc(OC)c1OC | · | · | · | 24% | 28 | -4%
COc1ccc(CNC(=O)CSc2ncnc3ccccc23)cc1OC | 3% | -7% | -12%[11.4 µM] | ? | -30 | -1%
Cc1nn(C)c(C(=O)Sc2ccccc2)c1[N+](=O)[O-] | 22% | -2% | -8% | -5% | 34 | 2.5µM*
COC(=O)CSc1ncnc2c1cnn2Cc1ccccc1 | 13% | 10% | -5% | -19% | 2 | ?

A different layout for some results above:
mol,HCV inh,FBPA Giardia inh,AmpC inh no detg,AmpC inh detg,HCMV inh,Sm TGR block
COc1cc(C(=O)Nc2ccccc2-c2nc(-c3ccc(C)cc3)no2)cc(OC)c1OC,·,·,·,24%,28,-4%
COC(=O)CSc1ncnc2c1cnn2Cc1ccccc1,13%,10%,-5%,-19%,2,?
